Assay outcomes as filed in PubChem BioAssay.
Coupling enz – inhibits coupling enzyme system, counter-screen for aldolase hits. coupling enzyme system counterscreen, AmpLite Red fluorescence. activity change, negative = inhibition, % at 58.2 µM, hits read low. 0.67% of 290,000 active. AID 2472; in the data active = activity change below about -30%
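Counterscreen lacking aldolase: glyceraldehyde-3-phosphate coupling-enzyme reagent preincubated 10 min at RT with compound (at 57.5 uM final), then substrate/coupling system with AmpLite Red added; fluorescence read at 525/598 nm after 20 min RT.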
GALK inh – blocks human galactokinase activity | P51570 | Purified GALK, Kinase-Glo residual ATP luminescence | Potency, µM (series often up to 57.5 µM), inactives show at the top dose activity change, negative = inhibition, actives largely listed as inhibitors | 0.007% of 270,000 active; note: potency is the fitted concentration of half-maximal effect
Target sequence (P51570 whole entry, looked up): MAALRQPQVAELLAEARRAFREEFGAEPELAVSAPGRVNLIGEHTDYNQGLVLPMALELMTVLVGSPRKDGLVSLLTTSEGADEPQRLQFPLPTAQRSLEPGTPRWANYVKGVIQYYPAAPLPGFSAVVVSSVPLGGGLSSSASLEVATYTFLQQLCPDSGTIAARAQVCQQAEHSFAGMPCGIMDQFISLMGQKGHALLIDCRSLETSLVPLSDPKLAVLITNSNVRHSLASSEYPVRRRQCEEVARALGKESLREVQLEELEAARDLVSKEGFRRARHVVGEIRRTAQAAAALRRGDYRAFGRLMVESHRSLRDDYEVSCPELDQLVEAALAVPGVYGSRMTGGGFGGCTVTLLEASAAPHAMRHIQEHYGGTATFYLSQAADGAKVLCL
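Compounds were pin-transferred into ATP buffer (35 uM final), then GALK plus galactose (5 nM, 100 uM final) was added. After 1 h at room temperature, Kinase-Glo Plus was added and luminescence read after 10 min.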
Eya2 inh – inhibitors of human Eya2 phosphatase activity; recombinant Eya2, OMFP fluorescence dephosphorylation (OMFP is methylfluorescein phosphate); Potency, µM (doses to about 76.9 µM), inactives show at the top dose activity, negative = inhibition, actives largely listed as inhibitors; 0.006% of 330,000 active; AID 488837; note: potency is the fitted concentration of half-maximal effect
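Eya2 protein (added as 0.2 uM solution) was preincubated with compound for 10 min at ambient temperature in 50 mM HEPES pH 7.5, 50 mM NaCl, 5 uM MgCl2, 0.05% BSA, 1 mM DTT. OMFP (added at 50 uM) then reacted 10 min; fluorescence read at 485/525 nm.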
B2AR arrestin – recruits beta-arrestin to the human beta2-adrenergic receptor | P07550 | beta-arrestin recruitment to beta2AR, cell-based reporter | Potency, µM (titrated, usually from 46.1 µM), for inactives: at the top dose activation, usual class: activators | 0.02% of 330,000 active;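 note: potency is the fitted concentration of half-maximal effect; 0% = DMSO controls and full agonism = EC100 isoproterenol or metaproterenol; nearly all actives have a fitted effect of over 65% in size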
USP2a block – blocks human ubiquitin-specific protease USP2a; O75604; USP2 core, Ub-CHOP2 coupled fluorogenic reporter, 485/531; Potency, µM (top dose mostly 38.3 µM), inactives show at the top dose activity change, negative = inhibition, hits mostly inhibitors; 0.01% of 330,000 active; AID 463254;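 note: potency is the fitted concentration of half-maximal effect; plate controls were DMSO wells for no effect and full inhibition by NEM control for full effect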
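USP2 core (10nM final) preincubated 30min RT with compound in 20mM Tris-HCl pH 8.0, 2mM CaCl2, 2mM beta-mercaptoethanol, 0.05% CHAPS; 25nM Ub-CHOP2 plus 25nM reporter substrate added, fluorescence (Ex485/Em531) read after 60min.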
Chronic BCR inh – blocks chronic active B-cell receptor signaling; ABC-DLBCL IkBa-CBG/CBR reporter, luminescence ratio, 4 h; Potency, µM (top dose mostly 46.1 µM), without a hit: at the top dose ratio change, negative = lower green/red ratio, usual class: inhibitors; 0.05% of 340,000 active; AID 493014; active = well fitted inhibition curve with a large enough effect in the signal ratio, with a control signal flat, not every such curve was filed as active; inconclusive = small, poorly fitted or top-dose-only effect, or effect the other way, or a change in a side signal; the % refers to the signal ratio;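 note: potency is the fitted concentration of half-maximal effect; plate controls were basal doxycycline-induced cells for no effect and cells given 10 µM MG132 for full effect; MG132 reads +100%, hits lower the ratio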
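Concentration-response series (up to 46 uM) were applied to TMD8 dual-reporter cells for 4 h at 37C with doxycycline. Green/red ratio, after filter-overlap correction, defined %Activity; red signal alone was normalised to basal cells and zero luminescence.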
uPA surface inh – blocks generation of uPA at the cell surface; cell surface uPA generation assay, qHTS; Potency, µM (series often up to 38.3 µM), inactives show top-dose activity change, negative = inhibition, most hits filed as inhibitors; 0.31% of 330,000 active; AID 540303; active = well fitted inhibition curve with a large enough effect; inconclusive = small, poorly fitted or top-dose-only effect; inactive = no such curve, though single readings can be large or run the other way; tested in mouse RAW 264.7 cells; note: potency is the fitted concentration of half-maximal effect; nearly all actives have a fitted effect of over 55% in size
PKM2 activator – activators of human pyruvate kinase M2; P14618; purified PKM2, Kinase-Glo ATP luminescence, activation; response scale: 0% is enzyme alone, no compound; Potency, µM (titrated, usually from 57.5 µM), for the others: at the top dose activation, usual class: activators; 0.34% of 260,000 active; AID 1631; note: potency is the fitted concentration of half-maximal effect; nearly all actives have a fitted effect of over 55% in size
Target sequence (P14618 whole entry, looked up): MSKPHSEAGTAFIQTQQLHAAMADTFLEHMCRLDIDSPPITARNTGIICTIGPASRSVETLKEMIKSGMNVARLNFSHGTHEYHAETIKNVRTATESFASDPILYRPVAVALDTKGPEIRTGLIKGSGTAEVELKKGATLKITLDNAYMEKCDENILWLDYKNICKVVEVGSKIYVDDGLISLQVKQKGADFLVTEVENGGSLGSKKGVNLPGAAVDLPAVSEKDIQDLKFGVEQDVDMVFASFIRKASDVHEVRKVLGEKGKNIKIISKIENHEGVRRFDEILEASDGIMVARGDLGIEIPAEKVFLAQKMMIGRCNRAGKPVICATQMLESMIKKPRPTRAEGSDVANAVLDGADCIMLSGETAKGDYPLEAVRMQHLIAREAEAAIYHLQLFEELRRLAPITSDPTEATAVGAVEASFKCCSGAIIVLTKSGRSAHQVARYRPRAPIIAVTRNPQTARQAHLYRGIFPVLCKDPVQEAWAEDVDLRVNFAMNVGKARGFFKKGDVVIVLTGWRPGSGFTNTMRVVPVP
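hPK-M2, >95% pure; 0.1 mM ADP / 0.5 mM PEP final; imidazole pH7.2 buffer w/ 7 mM MgCl2, 50 mM KCl; 1 h RT; Kinase-Glo lum. Intermediate enzyme activity for dual inhibitor/activator qHTS.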
KCNH2 3.1 inh – blocks the human KCNH2 3.1 channel isoform; U2OS KCNH2 3.1, thallium flux FluxOr; stronger effect = lower value; activity change, % (tested at about 1.8 µM); 0.95% of 340,000 active;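 active = maximum activity change below -70%; inconclusive = maximum activity change from -70% to -50%; inactive = maximum activity change above -50%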;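 note: thallium influx rate constant from kinetic fluorescence after stimulation buffer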
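U2OS cells transduced with KCNH2 3.1 mutant virus (1.77 x 10^8 /mL, 4 h), plated overnight at 37 C, loaded 45 min with FluxOr dye plus Red40 quencher. Thallium flux rate constant from kinetic reads after stimulation buffer, normalised to controls.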
Giardia kill – kills Giardia lamblia; Giardia lamblia trophozoite viability; activity change, % at 7.66 µM, hits read low; 0.15% of 340,000 active; AID 540267; in the data active = activity change below about -80%; inconclusive = between about -30% and that limit;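 note: parasites exposed to compound for two days anaerobically before the ATP read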
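Luminescent ATP signal served as the viability read-out, measured 15-30 min after adding ATP detection reagent to trophozoites that had been incubated with compounds for 48 hrs at 37 deg C anaerobically at 100 cells/well.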
KCNH2 WT inh – inhibitors of human wildtype KCNH2 potassium channel; Q12809; U2OS, BacMam KCNH2, thallium flux FluxOr; stronger effect = lower value; activity change, % at 1.84 µM; 0.37% of 340,000 active; AID 720551;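 active = maximum activity change below -70%; inconclusive = maximum activity change between -70% and -50%; inactive = maximum activity change above -50%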
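U2OS cells transduced with wild-type KCNH2 virus are loaded with FluxOr dye for 45 min, and thallium flux is measured in kinetic reads before and after stimulation buffer. Rate constants are normalized to DMSO controls.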
* = called active by the depositor; ? = inconclusive; . = no result given; [ ] = remark or other dose. Unless noted, calls come from the whole dose curve; as a rule, active = well fitted curve in the direction sought with a large enough effect; inconclusive = small, poorly fitted or top-dose-only effect, or another doubt; inactive = no such curve, though single readings can be large; an effect the other way counts as inactive or inconclusive. Unless noted, % is set by controls: 0 for no effect and ±100 for the full control effect.

SMILES | Coupling enz | GALK inh | Eya2 inh | B2AR arrestin | USP2a block | Chronic BCR inh | uPA surface inh | PKM2 activator | KCNH2 3.1 inh | Giardia kill | KCNH2 WT inh
Cc1csc(NC(=O)CSc2nnc(Cc3cccn3C)n2CCc2ccccc2)n1 | 5 | -3% | 1% | -0.9% | 2% | ? | -2% | -3% | -3 | -3 | -5
CC(=O)CC(C)(C)Nc1nc2cc([N+](=O)[O-])ccc2o1 | 3 | 1% | 9% | 0.0% | 0% | 4% | 3% | 1% | 6 | 20 | -1
COc1ccc([C@@H]2[C@H]3CN(C(C)=O)CC=C3C(C#N)=C(N)C2(C#N)C#N)c2ccccc12 | -6 | 6% | 9% | 0.2% | 2% | -18% | 3% | 5% | . | -7 | -11
C/C(CC(=O)NC12CC3CC(CC(C3)C1)C2)=N\NC(=O)c1ccc(F)cc1 | 2 | -3% | 8% | -0.1% | 0% | ? | -2% | . | -3 | 21 | 12
CCN(Cc1ccncc1)Cc1cn[nH]c1-c1ccc(OC)cc1F | 0 | 5% | -2% | -1.0% | 2% | 16% | 3% | -5% | 0 | 13 | 1
CCCOC(=O)c1ccc(OCC(O)CN2CCN(C(=O)c3ccccc3)CC2)cc1 (configuration not stated) | -1 | 0% | -5% | 0.1% | -5% | 0% | -5% | -6% | -18 | 3 | -1
O=C(CNC(=O)C1COc2ccccc2O1)N/N=C/c1ccc(O)cc1O (configuration not stated) | 1 | 0% | -1% | -0.1% | 0% | ? | -9% | 8% | . | 10 | 40
O=C(NC1CCCc2ccccc21)C1CCC(CNc2c(N3CCOCC3)c(=O)c2=O)CC1 (configuration not stated) | -1 | -1% | -1% | -0.2% | 3% | -2% | 2% | -12% | -8 | -5 | 5
CCOc1ccc(CNc2ncnc(N)n2)cc1 | 2 | 1% | -2% | 0.2% | 1% | -23% | 1% | 1% | 24 | 8 | 3
CCN(C(=O)CN1C(=O)/C(=C/c2ccccc2F)SC1=S)C1CCS(=O)(=O)C1 (configuration not stated) | . | 0% | -5% | -0.8% | -1% | 0% | -23% | . | -39 | -19 | 5
CCN1CCCC1CNC(=O)c1cc(S(N)(=O)=O)ccc1OC (configuration not stated) | . | . | 4% | . | . | . | -1% | . | 15 | -24 | -2
Cc1ccc(-n2nc3c(=O)n(CCCC(=O)NCc4ccc(C)o4)nc(C)c3c2C)cc1 | 0 | -1% | 1% | 0.0% | -2% | ? | -21% | . | -2 | 30[activator] | 1
O=C(O)CSCc1nc2ccccc2s1 | 3 | -1% | 13% | -0.1% | 0% | ? | 0% | 0% | -12 | -9 | 1
Cc1nn(CC(=O)NCCc2ccccc2)c(=O)c2cccn12 | -5 | 9% | 7% | -1.0% | 3% | 9% | -8% | . | -13 | 2 | 5
Cc1nnc(Sc2c(N)n(C)c(=O)n(C)c2=O)s1 | 2 | 0% | -2% | -0.2% | 3% | ? | 3% | 9% | 0 | -5 | -7
CC(C)(C)c1ccc(C(=O)NCC(=O)OCC(=O)c2ccc3c(c2)-c2ccccc2C3)cc1 | 0 | . | -3% | -1.1% | -2% | 2% | 0% | -1% | 1 | 4 | 2
O=C(O)C1C2C=CC(C2)C1C(=O)NCc1ccc(Cl)cc1Cl (configuration not stated) | 2 | 0% | -3% | -0.1% | 1% | -3% | -3% | 4% | 4 | -12 | -14
O=C(CN(c1ccccc1)S(=O)(=O)c1ccccc1)N/N=C/c1ccc(OC2CSC2)cc1 | -3 | 0% | -8% | 0.0% | 1% | ? | . | -4% | . | . | .
COc1cc(C(=O)NCc2nnc(SCC(=O)NCc3ccccc3)o2)cc(OC)c1OC | 4 | 4% | 18% | 0.3% | 2% | -28% | 0% | 5% | -6 | 39[activator] | 0
CSc1nnc(-c2ccc(NC(N)=S)cc2)o1 | 1 | . | -2% | -0.5% | 1% | 0% | -2% | -2% | 3 | 15 | -6
Cc1ccc(S(=O)(=O)N(C)c2ccc(C(=O)N3CCOCC3)cc2)cc1 | 2 | -2% | 11% | 0.0% | 3% | 0% | . | 6% | 13 | -18 | -1
COc1ccc(CC(=O)NNC(=S)Nc2ccc(Br)cc2)cc1 | 1 | 4% | 11% | 0.2% | -1% | 9% | -1% | -5% | -15 | 6 | 0
CN(C)CCCNC(=O)C(=O)Nc1cc2c3c(c1)CC(=O)N3CCC2 | 1 | 1% | 1% | -0.2% | -1% | -9% | 5% | . | 6 | ? | -2
COC(=O)N/N=C/c1cn(CCOc2ccccc2OC)c2ccccc12 | -4 | 0% | ? | 0.3% | 2% | -8% | -9% | . | 7 | -8 | 0

Part of the list above in a different format:
Each structure is followed by: Coupling enz, GALK inh, Eya2 inh, B2AR arrestin, USP2a block, Chronic BCR inh, uPA surface inh, PKM2 activator, KCNH2 3.1 inh, Giardia kill, KCNH2 WT inh
> CC(C)(C)c1ccc(C(=O)NCC(=O)OCC(=O)c2ccc3c(c2)-c2ccccc2C3)cc1
→ 0, ., -3%, -1.1%, -2%, 2%, 0%, -1%, 1, 4, 2
> CSc1nnc(-c2ccc(NC(N)=S)cc2)o1
→ 1, ., -2%, -0.5%, 1%, 0%, -2%, -2%, 3, 15, -6
> COC(=O)N/N=C/c1cn(CCOc2ccccc2OC)c2ccccc12
→ -4, 0%, ?, 0.3%, 2%, -8%, -9%, ., 7, -8, 0
> Cc1nn(CC(=O)NCCc2ccccc2)c(=O)c2cccn12
→ -5, 9%, 7%, -1.0%, 3%, 9%, -8%, ., -13, 2, 5
> CN(C)CCCNC(=O)C(=O)Nc1cc2c3c(c1)CC(=O)N3CCC2
→ 1, 1%, 1%, -0.2%, -1%, -9%, 5%, ., 6, ?, -2
> COc1ccc(CC(=O)NNC(=S)Nc2ccc(Br)cc2)cc1
→ 1, 4%, 11%, 0.2%, -1%, 9%, -1%, -5%, -15, 6, 0

Going on with the list.
SMILES | Coupling enz | GALK inh | Eya2 inh | B2AR arrestin | USP2a block | Chronic BCR inh | uPA surface inh | PKM2 activator | KCNH2 3.1 inh | Giardia kill | KCNH2 WT inh
CC(OCc1ccccc1)C(NC(=O)OC(C)(C)C)C(=O)NCC1CCCO1 (configuration not stated) | -2 | -4% | -3% | 0.5% | 0% | -17% | 0% | 17% | 7 | 33[activator] | -8
Cc1ccc(NC(=O)C2COc3ccccc3O2)nc1 (configuration not stated) | 0 | 0% | -3% | 4.3% | 2% | ? | 3% | 2% | 1 | 1 | 1
O=C(Cc1ccc(Cl)cc1)Nc1ccc(S(=O)(=O)Nc2cnc3ccccc3n2)cc1 | 10 | 4% | 14% | -1.2% | 1% | -12% | 2% | 0% | 3 | -6 | -10
CC(Nc1ccc(Cl)c(Cl)c1)C(=O)NN (configuration not stated) | 0 | 3% | 6% | -0.6% | 1% | -12% | 4% | 0% | -17 | -10 | -5
O=C(c1cccc(OC2CCN(Cc3ccc(F)cc3)CC2)c1)N1CCCC1 | 0 | . | -2% | -0.3% | -1% | . | -1% | 2% | -13 | -8 | 3
CCN(CC)CCn1c(NCc2cc(OC)ccc2OC)nc2ccccc21 | 1 | 0% | -3% | -0.4% | 2% | -2% | 1% | 3% | -15 | 18 | 18
Cc1onc(-c2ccccc2)c1-c1nc2ccccc2c(=O)o1 | 2 | -6% | 20% | 0.1% | 3% | ? | -11% | 4% | -3 | 7 | 9
COCc1ccc(C(=O)Nc2ccccc2C(=O)NCc2cccnc2)cc1 | 0 | -3% | -3% | 0.1% | 3% | ? | 1% | 1% | -7 | 2 | -6
CCN(CC)CCCNC(=O)CSc1nc(-c2ccc(F)cc2)cc(C(F)(F)F)n1 | 11 | 1% | -7% | -0.1% | 10% | -17% | -6% | 11% | 3 | -1 | 29
COc1ccc(C(=O)O)cc1NC(=S)NC(=O)Cc1ccc(Cl)cc1 | 5 | -1% | -14% | 3.2% | -1% | 2% | -11% | . | 1 | 5 | 12
COc1cccc(CC2(CO)CCN(S(=O)(=O)c3ccc(OC)cc3OC)CC2)c1 | 5 | 6% | -10% | 0.5% | -4% | -11% | -3% | -5% | -10 | 3 | 7

Reformatted in markdown: 2 of the compounds above.
| SMILES | Coupling enz | GALK inh | Eya2 inh | B2AR arrestin | USP2a block | Chronic BCR inh | uPA surface inh | PKM2 activator | KCNH2 3.1 inh | Giardia kill | KCNH2 WT inh |
| --- | --- | --- | --- | --- | --- | --- | --- | --- | --- | --- | --- |
| CCN(CC)CCCNC(=O)CSc1nc(-c2ccc(F)cc2)cc(C(F)(F)F)n1 | 11 | 1% | -7% | -0.1% | 10% | -17% | -6% | 11% | 3 | -1 | 29 |
| CC(OCc1ccccc1)C(NC(=O)OC(C)(C)C)C(=O)NCC1CCCO1 (configuration not stated) | -2 | -4% | -3% | 0.5% | 0% | -17% | 0% | 17% | 7 | 33[activator] | -8 |
